GLS inh: qHTS for Inhibitors of Glutaminase (GLS). Glutaminase kidney isoform, mitochondrial (Homo sapiens), O94925. GLS enzymatic activity, qHTS titration. Potency, µM (doses to about 45.5 µM), inactives show at the top dose activity change, negative = inhibition, actives largely listed as inhibitors. hit rate 0.21% among 410,000; note: potency is the fitted concentration of half-maximal effect; % is set by controls: 0 for no effect and ±100 for the full control effect
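Human kidney-isoform GLS in 45 mM KH2PO4 pH 8.2, 0.02% Tween-20, with compound, started with 1mM L-Glutamine (added stock). Glutamate oxidase/HRP/Amplex red coupled fluorescence read at start and after 30 min at RT.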
Tb PGK inh: qHTS Assay to Find Inhibitors of Phosphoglycerate Kinase | Phosphoglycerate kinase, glycosomal (Trypanosoma brucei brucei), P07378 | PGK/GAPDH coupled, Kinase-Glo luminescence, 60 min | Potency, µM (doses to about 57.5 µM), for the others: top-dose activity change, negative = inhibition, usual class: inhibitors | hit rate 0.043% among 380,000 | AID 602233, 2012; note: potency is the fitted concentration of half-maximal effect; % is set by controls: 0 for no effect and ±100 for the full control effect; nearly all actives have a fitted effect of over 60% in size
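Luminescent ATP detection (Kinase-Glo Plus) follows a 60-minute room-temperature incubation, with wells lacking PGK as controls. Buffer: 100 mM TEA (pH 7.6), 5 mM MgCl2, 0.01% Tween-20. Coupling enzyme GAPDH (100 nM final) supplies unstable 1,3-BPG in-well.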
Pol eta inh: qHTS for Inhibitors of Polymerase Eta; DNA polymerase eta (Homo sapiens), Q9Y253; recombinant Pol eta, fluorescent DNA replication assay; Potency, µM (titrated, usually from 114 µM), for inactives: at the top dose activity change, negative = inhibition, usual class: inhibitors; hit rate 1.2% among 390,000; note: potency is the fitted concentration of half-maximal effect; % is set by controls: 0 for no effect and ±100 for the full control effect
Target sequence (Q9Y253 whole entry, looked up): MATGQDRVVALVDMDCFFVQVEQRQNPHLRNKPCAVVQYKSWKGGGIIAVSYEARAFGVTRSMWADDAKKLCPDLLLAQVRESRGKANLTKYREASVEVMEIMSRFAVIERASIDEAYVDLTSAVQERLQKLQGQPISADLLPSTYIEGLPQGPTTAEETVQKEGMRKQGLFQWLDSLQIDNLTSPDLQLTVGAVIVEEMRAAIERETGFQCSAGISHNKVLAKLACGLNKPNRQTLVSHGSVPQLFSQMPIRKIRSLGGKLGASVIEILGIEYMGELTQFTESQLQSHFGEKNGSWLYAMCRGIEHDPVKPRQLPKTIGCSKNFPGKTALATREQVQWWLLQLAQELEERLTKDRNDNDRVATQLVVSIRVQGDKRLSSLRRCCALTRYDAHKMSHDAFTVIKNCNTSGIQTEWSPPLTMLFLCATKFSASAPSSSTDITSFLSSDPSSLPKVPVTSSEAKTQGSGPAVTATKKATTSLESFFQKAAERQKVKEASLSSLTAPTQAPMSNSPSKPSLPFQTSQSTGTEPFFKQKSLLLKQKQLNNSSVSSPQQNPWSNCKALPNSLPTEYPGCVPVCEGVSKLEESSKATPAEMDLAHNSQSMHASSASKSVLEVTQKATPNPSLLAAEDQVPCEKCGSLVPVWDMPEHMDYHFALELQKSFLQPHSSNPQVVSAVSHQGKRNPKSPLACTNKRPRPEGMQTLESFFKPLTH
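Fluorescent replication assay: 50 nM final substrate added after a 15 min room-temperature compound preincubation with 10 nM enzyme. Signal taken at 0 min and again at 10 min.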
JMJD2A Tudor inh: qHTS Assay for Inhibitors of JMJD2A-Tudor Domain; Potency, µM (top dose mostly 114 µM), without a hit: top-dose activity change, negative = inhibition, most hits filed as inhibitors; AID 504339, 2011; AlphaScreen JMJD2A-Tudor / H3K4me3 peptide binding; hit rate 4.4% among 390,000; note: potency is the fitted concentration of half-maximal effect; % is set by controls: 0 for no effect and ±100 for the full control effect; nearly all actives have a fitted effect of over 50% in size
Pin1 inh: qHTS Assay to Find Inhibitors of Pin1 | AID 504891, 2011 | hit rate 0.009% among 390,000 | Pin1 FP peptide displacement, HiFluor488, 10 min | Peptidyl-prolyl cis-trans isomerase NIMA-interacting 1 (Homo sapiens), Q13526 | Potency, µM (top dose mostly 115 µM), for inactives: at the highest dose activity, negative = inhibition, usual class: inhibitors; active = well fitted inhibition curve with a large enough effect in the polarisation, with a control signal flat, not every such curve was filed as active; inconclusive = small, poorly fitted or top-dose-only effect, or effect the other way, or a change in a side signal; inactive = no such curve, though single readings can be large or run the other way; the % refers to the polarisation; note: potency is the fitted concentration of half-maximal effect; % is set by controls: 0 for no effect and ±100 for the full control effect
G9a inh: qHTS Assay for Inhibitors of Histone Lysine Methyltransferase G9a; Histone-lysine N-methyltransferase EHMT2 (Homo sapiens), Q96KQ7; G9a H3K9 monomethylation, AlphaScreen, 2 h; Potency, µM (series often up to 102 µM), without a hit: top-dose activity, negative = inhibition, usual class: inhibitors; hit rate 8.8% among 350,000; AID 504332, 2011; note: potency is the fitted concentration of half-maximal effect; % is set by controls: 0 for no effect and ±100 for the full control effect; nearly all actives have a fitted effect of over 75% in size
Target sequence (Q96KQ7 913-1193 limits assumed): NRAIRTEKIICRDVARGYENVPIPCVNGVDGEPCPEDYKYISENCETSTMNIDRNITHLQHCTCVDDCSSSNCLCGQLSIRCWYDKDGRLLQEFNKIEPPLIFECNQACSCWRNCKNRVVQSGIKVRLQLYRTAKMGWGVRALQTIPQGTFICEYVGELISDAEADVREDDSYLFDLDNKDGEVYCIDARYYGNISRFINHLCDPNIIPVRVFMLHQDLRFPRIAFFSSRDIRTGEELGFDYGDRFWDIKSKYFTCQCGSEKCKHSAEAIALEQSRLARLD
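Enzyme 20 nM + cpd, 15 min RT; add b-H3K9 pep 500 nM / SAM 20 uM; 2 h RT; anti-H3K9me1 Ab 0.5 ug/mL + SA donor / anti-rabbit acceptor beads 20 ug/mL each, 10 min; AlphaScreen read.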
PI4K2A block: qHTS for small molecular inhibitors of PI4K2A; activity change, negative = inhibition, % at 76.9 µM; purified PI4K2A, ADP-Glo luminescence, 1 h; active compounds read low; Phosphatidylinositol 4-kinase type 2-alpha (Homo sapiens), Q9BTU6; hit rate 0.13% among 420,000; in the data active = activity change below about -50%; inconclusive = mostly about -30% to -49%;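 note: -100% = wells without enzyme as full effect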
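ADP-Glo luminescence measured ADP generated by PI4K2A enzyme (4 ug/mL before mixing) with 1.2 mM PI substrate (pre-mix) and 300 microM ATP (pre-mix). Tris pH7.5 buffer with MgCl2, Triton X-100; 1 h reaction at ambient temperature.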
HP1b chromo inh: HTS for Inhibitors of HP1-beta Chromodomain Interactions with Methylated Histone Tails | Chromobox protein homolog 1 (Homo sapiens), P83916 | AlphaScreen HP1-beta / biotin-H3K9me3 peptide binding | Potency, µM (top dose mostly 114 µM), for inactives: at the highest dose activity change, negative = inhibition, hits mostly inhibitors | hit rate 0.56% among 390,000 | AID 540317, 2011; note: potency is the fitted concentration of half-maximal effect; nearly all actives have a fitted effect of over 70% in size; inactives centre near 23
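Compound inhibition of the preformed complex between 50 nM HP1-beta and 50 nM biotinylated H3K9me3 peptide was read by AlphaScreen. Buffer was PBS pH 7.4 with 0.01% Tween-20. Incubations ran 30 min at room temperature, with 10 ug/mL donor/acceptor beads.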
BAZ2B inh: qHTS Assay for Inhibitors of BAZ2B; hit rate 4.4% among 360,000; Bromodomain adjacent to zinc finger domain protein 2B (Homo sapiens), Q9UIF8; AlphaScreen BAZ2B-H3K14Ac peptide displacement; AID 504333, 2011; Potency, µM (titrated, usually from 114 µM), without a hit: at the top dose activity change, negative = inhibition, most hits filed as inhibitors; note: potency is the fitted concentration of half-maximal effect; % is set by controls: 0 for no effect and ±100 for the full control effect; nearly all actives have a fitted effect of over 60% in size
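AlphaScreen displacement: compounds (up to 110uM) incubated 30 min at room temperature with a preformed 50 nM BAZ2B/50 nM biotinylated H3K14Ac peptide complex in PBS pH 7.4 with Tween-20. Donor and acceptor beads at 10 ug/mL final added, 20 min light-protected before reading.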
Active calls of the source: *; i = inactive; ? = inconclusive; · = no result given; & = joins results of further samples; [ ] = remark or other dose. Unless noted, calls come from the whole dose curve; as a rule, active = well fitted curve in the direction sought with a large enough effect; inconclusive = small, poorly fitted or top-dose-only effect, or another doubt; inactive = no such curve, though single readings can be large; an effect the other way counts as inactive or inconclusive. A portion of the library. The share of hits here may be higher or lower than overall.

SMILES | GLS inh | Tb PGK inh | Pol eta inh | JMJD2A Tudor inh | Pin1 inh | G9a inh | PI4K2A block | HP1b chromo inh | BAZ2B inh
CSc1nnc(C2CCN(CC(=O)Nc3ccccc3N3CCOCC3)CC2)n1C | -1% | 0% | -24% | -6% | -9% | -6% | -1 | 8% | -2%
CCn1cnc2cc(NCc3ccncc3)ccc21 | 48%[activator] | 6% | 5% | -13% | 7% | ? | -2 | 28% | -6%
C=CCn1c(Oc2ccc(C(=O)OC)cc2)nc2c1c(=O)n(C)c(=O)n2C | 5% | -4% | -10% | -11% | 0% | 20% | -9 | 14% | -17%
COCCNc1nc(C)cc(-c2cc(C(=O)NCc3ccccc3)on2)n1 | 16% | 1% | -10% | -8% | -3% | 27%[59 µM] | -3 | 42%[activator] | -6%
COc1ccc(C(CNC(=O)c2ccc(C)c(S(=O)(=O)Nc3ccccc3OC)c2)N2CCCC2)cc1 (centres undefined) | 3% | i | -10% | -19% | 4% | ? | 2 | 23% | -23%
Cc1cccc(C(=O)c2c[nH]cc2-c2ccccc2)c1 | -1% | -11% | -18% | -8% | 4% | -6%[59 µM] | 0 | ? | -33%
CCc1nc2ccccc2c(C(=O)OCC(=O)Nc2ccc(S(=O)(=O)N3CCOCC3)cc2)c1C | -1% | -5% | -20% | -27% | 42%[activator] | 17%[59 µM] | -16 | 22% | -1%
N/C(=N\OC(=O)/C=C/c1ccccc1Cl)c1ccccn1 | -4% | -20% | -4% | -7% | 0% | -7%[59 µM] | -22 | 60%[activator] | 79µM*
COc1ccc(C(=O)N2CCc3c([nH]c4ccccc34)C2C(F)(F)F)cc1 (centres undefined) | -1% | -3% | -14% | ? | 1% | -1% | -3 | 17% | -29%
CC(CNC(=O)C1CCN(C(=O)N2CCOc3ccc(Cl)cc32)CC1)c1ccccc1 (centres undefined) | 1% | -5% | -5% | ? | 7% | ? | 0 | 9% | ?
COc1cc(OC)c(NC(=O)N2CCOc3ccc(C)cc32)cc1Cl | 2% | -3% | -6% | -19% | -2% | 1%[59 µM] | 3 | -2% | -1%
O=C(CNC(=O)c1ccccc1)OCN1C(=O)c2ccccc2C1=O | 1% | -10% | -10% | -13% | 2% | · | -9 | 46%[activator] | ·
Cc1n[nH]c(C)c1S(=O)(=O)N1CCN(C(=O)c2ccco2)CC1 | 9% | 3% | -11% | 1% | -1% | -7%[59 µM] | 3 | 16% | 2%
CCn1c(N2CCN(C(=O)c3ccco3)CC2)nc2ccccc21 | 0% | 6% | -11% | -8% | 3% | · | 0 | 26% | -5%
O=C(NCc1ccccc1Br)c1cccc2c1C(=O)c1ccc(-c3ccc(OC(F)(F)F)cc3)cc1S2(=O)=O | 11% | 2% | -2% | -17% | 15% | · | -3 | 25% | ·
CC(=O)Nc1ccc(NC(=O)CCOc2cc(C)ccc2C)cc1 | -14% | -1% | -9% | 2% | -2% | 3% | 0 | 17% | -6%
Cn1c(SCC(=O)NC2CCCCC2)nnc1C(F)(F)F | -4% | -5% | -14% | · | · | · | 3 | · | ·
CCOc1ccc(OCC)c(NC(=O)C2C3C=CC(O3)C2C(=O)O)c1 (centres undefined) | 1% | -7% | -22% | · | · | · | 2 | · | ·
Fc1ccccc1OCCSc1ncnc2nc[nH]c12 | -2% | · | -5% | -18% | -2% | · | 4 | 21% | -9%
O=C(Nc1ccccc1N1CCN(C(=O)c2ccc(Cl)cc2)CC1)c1cc2ccccc2o1 | -2% | -7% | -4% | -6%[11.4 µM] | 9% | 3%[12.7 µM] | 6 | -26% | 5%
Cc1nc2ccc([N+](=O)[O-])cc2c(=O)n1Cc1cccc(Br)c1 | 0% | -6% | -3% | ? | -7% | · | -9 | -2% | ?
Cc1cc(N2CCN(S(=O)(=O)c3ccc4ccccc4c3)CC2)n2ncnc2n1 | -1% | -6% | 9% | -12% | -3% | · | -1 | 21% | -23%
Oc1cccc(Nc2nc(-c3ccccc3)nc3ccccc23)c1 | 4%&14% | -4% | -14% | -16%&-3% | 39%[activator] | -30%[59 µM] | 1&2 | 20%&52% | 0%&-24%
Cc1ccc(NC(=S)N2CCC(c3nc4ccccc4s3)CC2)cc1 | -1% | -8% | -10% | ? | 49%[activator] | -33%[59 µM] | 0 | 14% | -28%
CCC1CCc2c(sc(NC(=O)c3ccoc3C)c2C(N)=O)C1 (centres undefined) | 7% | -5% | 6% | -20% | 1% | ? | 1 | 14% | -9%
Cc1c(NC(=O)Cc2ccccc2)cccc1C(=O)NN1C(=O)c2ccccc2C1=O | 18% | 0% | -8% | -8% | 2% | 22% | 2 | 10% | 0%
COc1ccc(N2CCN(C(=O)CCC(=O)NNc3nc4ccccc4c4nc(C)nn34)CC2)cc1 | 52%&2%[activator] | -7% | -6%&0% | -12%&4% | -14%&-4% | 22µM* | 3&-2 | 29%&50% | -1%
CCOC(=O)N1CCN(C(=O)Cn2nc(-c3ccc(Cl)cc3)ccc2=O)CC1 | -3% | -1% | -19% | -9% | 0% | 12%[12.7 µM] | 1 | 38% | -17%
Cc1cc(C)n(-c2nc3cc(Cl)ccc3nc2Nc2ccc(CC(=O)O)cc2)n1 | 3% | -3% | ? | -6% | ? | 16%[59 µM] | -2 | 54%[activator] | 9%
CS(=O)(=O)c1ccc(C(=O)Nc2ccc(S(=O)(=O)N3CCCCC3)cc2)cc1 | -3% | 3% | -22% | -6% | -1% | ? | -2 | 25% | 8%
NC(N)=Nc1ccc(N=C(N)N)cc1 | 0% | 4% | -21% | -6% | -6% | ? | -2 | 37% | ?
CC1CCCN(C(=O)CSc2nnc(-c3cccs3)o2)C1 (centres undefined) | 18% | -4% | -15% | -6% | -9% | 10% | 4 | -3% | -3%
CSc1nnc2c(n1)OC=Nc1ccc(Br)cc1-2 | -1% | -10% | -9% | -13% | 2% | ? | 9 | 36% | -11%
O=C(c1ccc(COc2ccc(Cl)cc2)o1)N1CCN(Cc2ccc3c(c2)OCO3)CC1 | -1% | -1% | -9% | ? | 11% | -39%[12.7 µM] | -1 | -18% | ?
CCOc1ccc(CCNC(=O)CCc2nc(-c3ccc(OC)cc3)no2)cc1OCC | 2% | -6% | -17% | -3% | 1% | -27%[59 µM] | -1 | 19% | -2%
CC(C)CC1CCCC12NC(=O)NC2=O (centres undefined) | -6% | -1% | -7% | -3% | -7% | · | 9 | 23% | ·
COc1ccc(N2CCN(C(=O)CSc3n[nH]c(-c4ccccc4Cl)n3)CC2)cc1 | 12% | i | 1% | -35% | -10% | -45%[59 µM] | 1 | 4%[57 µM] | -12%
O=C1CCN(CCc2ccccc2)CCN1[C@H](CO)Cc1ccccc1 | 2% | -12% | -12% | -13% | -2% | ? | -5 | 7% | -8%
CC(=O)Nc1cccc(C(=O)OCC(=O)c2ccc(S(=O)(=O)N3CCCCC3)cc2)c1 | -3% | -5% | -9% | -16% | 10% | -32% | -4 | 62%[activator] | -4%
Cc1cccc(-c2cc3nc4c(c(N5CCOCC5)n3n2)CCCC4)c1 | 9% | · | -20% | 10% | 9% | -28%[59 µM] | -5 | 108%[activator] | 42%[activator]
Cc1ccc(-n2ncc3c(NC4CCCCC4)ncnc32)cc1C | 20% | 7% | -14% | 1% | -8% | 2%[59 µM] | 0 | 27% | 0%
CC1(C)Cc2nc(NCCN3CCOCC3)c(C#N)cc2CO1 | -10% | -10% | -11% | -8% | 2% | ? | -3 | 29% | -2%
O=C(CCCn1c(=O)[nH]c2ccccc2c1=O)NCc1ccccc1Cl | -11% | 1% | -25% | -17% | 0% | 11%[59 µM] | -2 | -8% | -13%
CCOC(=O)c1ccc(NC(=O)CCOc2ccc(OC)cc2)cc1 | · | 1% | -8% | 9% | -10% | 0%[59 µM] | 3 | · | -5%
CC(C)(C)C(=O)Cn1c(=O)n(CCCCCC(=O)NCc2ccc3c(c2)OCO3)c(=O)c2sccc21 | 3% | 8% | -3% | -5% | 0% | -4%[59 µM] | 2 | 11% | -3%
CCOc1ccc(NC(=O)CCc2c(C)nc3nc(-c4cc(OC)cc(OC)c4)nn3c2C)cc1 | -12% | -11% | -26% | -18% | 0% | -2%[59 µM] | -4 | 36% | -17%
CCNC(=O)C1CN(S(=O)(=O)c2ccccc2)CCN1S(=O)(=O)c1ccccc1 (centres undefined) | 1% | -7% | -5% | -4% | ? | -8%[59 µM] | 4 | 18% | ·
O=C(O)c1ccccc1C(=O)N1CCc2c([nH]c3ccccc23)C1C(F)(F)F (centres undefined) | 16% | -7% | -6% | -12% | -9% | -2% | -2 | -4% | -13%
